# High-throughput results (PubChem)
# Bim-Bcl-XL: inhibitors of Bim-Bcl-XL interaction, human | Bim peptide-Bcl-XL binding, bead flow cytometry, fluorescence | inhibition, % at 10 µM | 190,000 compounds, 0.04% hits | AID 1007
# Target sequence (Q07817 whole entry, looked up): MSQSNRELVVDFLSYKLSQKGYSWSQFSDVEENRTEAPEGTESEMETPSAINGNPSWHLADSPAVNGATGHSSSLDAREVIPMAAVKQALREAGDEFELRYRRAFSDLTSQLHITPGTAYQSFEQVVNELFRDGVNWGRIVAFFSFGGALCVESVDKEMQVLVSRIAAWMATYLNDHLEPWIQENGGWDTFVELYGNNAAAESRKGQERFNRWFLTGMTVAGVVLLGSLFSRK
# Bim-Bcl-W: disrupts Bim peptide binding to human Bcl-W; Q92843; bead-based flow cytometry; inhibition, % at 10 µM; 190,000 compounds, 0.02% hits; AID 952;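 further: 0% = bound tracer without compound and 100% = peptide blocker; higher means less fluorescent Bim peptide bound to Bcl-W beads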
# RGS7-Gao: human RGS7-Galphao interaction regulation; Multiplexed bead flow cytometry, RGS7-Galphao binding; actives lie on both sides; binding response (% of control), % at 10 µM; 220,000 compounds, 0.35% hits; AID 1439; in the data active means binding response below about 49% or above about 150%; inconclusive means no clear call, values can overlap the other calls; inactive means in between;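 further: fluorescent Galphao held in activated GDP-AlF4 state binding bead-coupled RGS7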
# Target sequence (P09471 whole entry, looked up): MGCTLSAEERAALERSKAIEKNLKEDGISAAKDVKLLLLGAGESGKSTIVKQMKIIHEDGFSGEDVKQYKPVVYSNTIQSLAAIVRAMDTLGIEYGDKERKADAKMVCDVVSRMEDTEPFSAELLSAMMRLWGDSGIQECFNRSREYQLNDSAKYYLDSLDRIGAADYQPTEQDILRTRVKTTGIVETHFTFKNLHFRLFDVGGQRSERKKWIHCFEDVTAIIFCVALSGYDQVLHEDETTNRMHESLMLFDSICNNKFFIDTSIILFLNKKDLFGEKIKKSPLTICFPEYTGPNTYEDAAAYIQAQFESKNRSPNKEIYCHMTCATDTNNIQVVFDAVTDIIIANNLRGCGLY
# Mcl1-Noxa inh: disrupts binding of human Mcl-1 to Noxa peptide; 220,000 compounds, 1.5% hits; AID 1022; inhibition, % at 21.7 µM; Q07820; TR-FRET Mcl-1/Noxa peptide binding, 2 h;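 active means compounds that cut the protein-peptide binding signal by more than 50% relative to plate controls in a single-dose test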;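 further: His-tagged Mcl-1 with rhodamine Noxa BH3 peptide and terbium anti-His antibody; 0% = Mcl-1 plus Noxa peptide wells and 100% = peptide-only wells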
# Target sequence (Q07820 whole entry, looked up): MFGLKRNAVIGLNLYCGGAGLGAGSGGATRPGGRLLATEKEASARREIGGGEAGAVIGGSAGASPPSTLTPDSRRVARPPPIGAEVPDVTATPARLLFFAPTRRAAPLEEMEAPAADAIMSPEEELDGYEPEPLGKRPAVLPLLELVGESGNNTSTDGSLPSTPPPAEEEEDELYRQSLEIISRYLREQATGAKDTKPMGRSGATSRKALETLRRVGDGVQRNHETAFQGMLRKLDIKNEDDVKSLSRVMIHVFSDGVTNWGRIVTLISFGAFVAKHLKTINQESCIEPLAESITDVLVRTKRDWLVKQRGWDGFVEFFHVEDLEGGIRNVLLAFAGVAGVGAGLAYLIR
# RGS8-Gao reg: regulators of human RGS8-Galphao interaction. P09471. multiplexed bead flow cytometry, RGS8-Galphao binding; actives lie on both sides. response (percent of control binding), % at 10 µM. 220,000 compounds, 0.34% hits. AID 1423; in the data active means response below about 60% or above about 140%; inactive means in between;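 further: Galphao activated as the GDP aluminium fluoride complex binding bead-coupled RGS8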
# Bfl-1 Bim block: human Bim-Bfl-1 interaction inhibition; Q16548; Bead-based flow cytometry, Bim-Bfl-1 binding inhibition; inhibition, % at 10 µM; 190,000 compounds, 0.12% hits;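 further: 0% = wells without compound plus tracer and 100% = blocker peptide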
# Mcl1 Bid PPI: disrupts binding of human Mcl-1 to Bid peptide; 220,000 compounds, 0.97% hits; AID 1021; TR-FRET Mcl-1/Bid-Dy647 peptide binding, 1536-well; Q07820; inhibition, % at 21.7 µM;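 active means compounds that cut the binding signal by more than half at the single screening dose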;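 further: His-tagged Mcl-1 with europium anti-His antibody binding Bid BH3 peptide; 0% = Mcl-1 plus peptide wells and 100% = peptide-only wells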
# Bim-Bcl-2: disrupts Bim peptide binding to human Bcl-2 | P10415 | AID 950 | inhibition, % at 10 µM | 190,000 compounds, 0.06% hits | Bead-based flow cytometry, Bim peptide-Bcl-2 binding; in the data active means inhibition above about 40%; inconclusive means no clear call, values can overlap the other calls;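 further: 0% = no compound wells with probe peptide and 100% = reference peptide inhibitor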
# RGS4-Gao reg: human RGS4-Galphao interaction regulation; P09471; Multiplexed bead flow cytometry, RGS4-Galphao binding; actives lie on both sides; binding response (% of control), % at 10 µM; 220,000 compounds, 0.33% hits; in the data active means binding response below about 49% or above about 150%; inactive means in between;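 further: fluorescent Galphao activated with aluminum fluoride binding bead-coupled RGS4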
# Bim-Mcl-1: inhibitors of Bim-Mcl-1 interaction, human. Q07820. Bead-based flow cytometry, Bim peptide-Mcl-1 binding. inhibition, % at 10 µM. 190,000 compounds, 0.1% hits. AID 1009;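 further: 0% = no compound tracer wells and 100% = peptide blocker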
# Bcl-B Bim block: disrupts Bim peptide binding to human Bcl-B | Q9HD36 | bead-based flow cytometry | inhibition, % at 10 µM | 190,000 compounds, 0.073% hits | AID 951;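 further: 0% = tracer peptide without compound and 100% = reference inhibitor peptide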
# An asterisk follows results filed as active; ? = inconclusive; · = not tested or not shown. Unless noted, no stated cut-off is given here; in the data, active means inhibition above about 40%.
Bim-Bcl-XL,Bim-Bcl-W,RGS7-Gao,Mcl1-Noxa inh,RGS8-Gao reg,Bfl-1 Bim block,Mcl1 Bid PPI,Bim-Bcl-2,RGS4-Gao reg,Bim-Mcl-1,Bcl-B Bim block,SMILES
-5,-2,99,4,99,0,-4,2,101,0,-5,CCOc1ccc(-c2ccc(SCC(=O)Nc3nnc(C)s3)nn2)cc1
-5,0,97,9,100,-7,-32,-7,101,0,-1,C/C=C/Cn1c(N(C)Cc2ccccc2)nc2c1c(=O)[nH]c(=O)n2C
-5,-7,101,28,105,0,49,-3,102,-5,-7,CC(=O)Nc1ccc(NC(=O)c2ccc(COc3ccc4c(C)cc(=O)oc4c3)cc2)cc1
5,0,98,-13,97,-10,3,-9,100,0,-8,CN1CCN(C(=O)CN(c2cccc(Cl)c2)S(=O)(=O)c2ccccc2)CC1
-2,2,101,16,103,-7,-6,-1,103,0,0,CC(=O)Nc1ccc(S(=O)(=O)N(CCc2ccccc2)CC(=O)N/N=C/c2ccc(C(=O)O)cc2)cc1
-12,-5,104,-10,105,-4,-20,8,104,-5,-6,Cc1ccc(N)c(C(=O)CCCCC(=O)O)c1
-2,0,97,27,102,-8,13,-7,100,1,-6,CCc1cc(C(=O)O)c(NC(=O)C(c2ccccc2)c2ccccc2)s1
-6,0,93,19,100,-13,-1,-13,95,-2,-3,CC(=O)c1c(C)[nH]c(C(=O)NCc2cccs2)c1C
-6,0,101,15,103,-13,-4,-6,99,0,-10,CCOc1ccc(OCC)c(NC(=O)CCS(=O)(=O)c2ccc(Br)s2)c1
0,0,94,6,94,-6,15,0,99,0,-3,CCO[C@@H]1OC(C(=O)N2CCN(Cc3ccccc3)CC2)=C[C@H](c2ccc(C(F)(F)F)cc2)[C@H]1CCCO
-4,-1,103,8,104,0,-5,2,103,1,-2,CC(C)C(=O)Nc1cccc(C(=O)Nc2nnc(C(C)C)s2)c1
-3,-2,98,10,103,1,-11,-2,101,-5,-7,CCN(CC)C(=O)/C(NC(=O)c1ccccc1)=C(/Sc1ncccn1)c1ccccc1
·,·,?,14,99,·,-12,·,97,·,·,CN(C)c1ccc(NC(=O)C(=O)C2C(=O)Nc3ccccc32)cc1 (configuration not stated)
-13,-3,105,12,109,-9,-60,-1,104,-5,-10,Nc1ccccc1Nc1cc(-c2ccccc2)nn1-c1cccc(Cl)c1
0,1,96,51*,99,0,-14,1,100,1,4,COc1cc(/C=C2\C(=O)NN(c3ccccc3)C2=O)cc([N+](=O)[O-])c1O
0,1,100,25,100,-2,-12,0,99,1,2,O=C(CCCOc1ccccc1)Nc1cccnc1
0,-1,105,10,102,-1,6,1,102,-2,-2,CCOC(=O)C1=C(C)N(CCCC(=O)O)C(=O)NC1c1ccc([N+](=O)[O-])cc1 (configuration not stated)
-2,-4,106,25,107,2,-13,4,105,-3,-8,COc1ccc(-c2nn(-c3ccccc3)cc2/C=N/N=C(N)N)cc1OC
-3,-2,100,12,103,-1,-1,1,101,-1,-3,O=C(Nc1c2c(nc3ccccc13)CCCC2)c1ccccc1F
5,1,98,-6,95,-11,-73,-13,99,-103,-30,O=C(Cc1csc(N2CCOCC2)n1)N/N=C/c1ccc(Cl)cc1Cl
0,1,97,6,99,-13,-13,-4,99,0,-7,Cc1cc(Br)ccc1OCC(=O)NNC(=O)c1ccc(NC(=O)C2CC2)cc1
·,·,?,4,96,·,-51,·,89,·,·,Clc1ccc(C2[C@H]3CN(Cc4cccnc4)[C@H](c4ccccc4)C34CC2(c2ccccc2)C4)cn1 (some centres not stated)
·,·,?,21,103,·,-107,·,105,·,·,CCCCS(=O)(=O)N1C2=NC(C(=O)OC)=C(C(=O)OC)[C@@H]3N(C)c4ccc(OC)cc4[C@]23C[C@H]1C(=O)OC
-6,-5,98,18,93,-1,5,-1,92,-5,-2,COC(=O)CSc1nc(N)c(C#N)c(CC(C)C)c1C#N
0,-4,103,20,99,0,-21,1,101,1,-2,COc1ccc(N2CCN(S(=O)(=O)c3ccc4c(c3)OCCO4)CC2)cc1
-1,0,96,·,100,-11,-21,-13,99,-3,-5,COC(=O)C1C(=O)C2=C(CC1C)NC(C)=C(C(=O)OCc1ccc(OC)cc1)C2c1ccc(C)o1 (configuration not stated)
-12,-9,101,22,111,-8,-14,-3,102,-10,-7,CC(=O)NNc1nc(-c2ccc(NC(C)=O)cc2)cs1
-2,-1,104,22,100,-11,-19,-8,103,-1,-8,CCOC(=O)C1CCN(c2cc(=O)n(Cc3ccc(F)cc3)c(=O)[nH]2)CC1
-6,-6,102,-8,100,-8,-16,-9,102,-3,-10,COC(=O)Nc1ccc(C)c(NC(=O)OC)c1
0,1,105,-9,102,0,-50,3,102,3,1,CC1=C(C#N)C(c2ccc(O)cc2)C2=C(CCCC2=O)N1 (configuration not stated)
·,·,?,0,100,·,-9,·,98,·,·,Cc1ccc(-c2csc3ncnc(SCC(=O)O)c23)cc1
-3,1,100,12,100,-13,4,-8,103,0,-4,Clc1ccc(OCCOCCOc2cccc3cccnc23)c(Br)c1
-9,-7,101,-7,100,-18,-5,-17,101,-9,-8,CCn1c2ccccc2c2nnc(SCC(=O)Nc3c(C)n(C)n(-c4ccccc4)c3=O)nc21
-3,-1,99,-6,101,-10,-33,-3,97,0,-12,COc1ccccc1NC(=S)NCc1ccco1
-3,0,103,36,103,-17,49,-8,106,-2,-4,Cc1ccc(S(=O)(=O)c2c(C)nn(-c3ccccc3)c2OC(=O)c2ccc(Br)o2)cc1
0,0,102,-2,105,-4,-73,-2,101,4,0,CCCc1[nH]nc2c1C(c1ccc(O)c(OC)c1)C(C#N)=C(N)O2 (configuration not stated)
-4,-1,104,19,100,-14,1,-7,102,-1,-5,COC(=O)c1ccccc1OCCOCCOc1cccc2cccnc12
-6,-1,96,10,97,-1,-3,-1,101,0,-4,FC(F)(F)c1cnc(C(c2ccccc2)c2ncn[nH]2)c(Cl)c1 (configuration not stated)
-2,2,99,7,99,-8,0,-12,94,2,-4,CCS(=O)(=O)N1CCCC(C(=O)NCCN2CCC(Cc3ccccc3)CC2)C1 (configuration not stated)
-10,-5,·,-26,·,-7,-4,7,·,-5,-6,CN1CCN(C(=O)c2cccc(COc3cc(Cl)ccc3Cl)c2)CC1
-1,0,105,-7,100,-6,-38,0,101,0,-4,CCN(CC)CC(=O)Nc1sc2c(c1C(=O)c1ccccc1C)CCC2
·,·,?,-1,104,·,-21,·,104,·,·,Cn1cnc(S(=O)(=O)N2CCN(c3ccc(F)cc3)CC2)c1
-2,3,109,-15,105,-8,-94,-2,105,-5,-5,Cn1c(=O)c2cc(NC(=O)c3ccccc3Cl)c(=O)oc2n(C)c1=O
-1,1,93,-2,94,0,32,-7,92,-2,-9,O=C(Oc1ccc(-c2cnc3ccccc3n2)cc1)c1cc([N+](=O)[O-])ccc1Cl
-3,-1,100,-8,101,-14,-9,-9,99,-2,-7,O=C(CN(Cc1ccccc1F)C(=O)Cn1nnc(-c2cccs2)n1)NC1CCCCC1
-4,-3,98,4,98,-6,-13,-3,95,-2,-4,COc1ccc(C(=O)c2c[nH]c(C(=O)NCCCN3CCOCC3)c2)cc1
-3,-1,103,-2,103,1,-8,3,101,-1,-2,COCCN(CCOC)S(=O)(=O)c1ccc(C(=O)Nc2nc3c(s2)CCc2ccccc2-3)cc1
·,·,?,-158,107,·,11,·,109,·,·,Cc1cccc(NC(=O)c2cc3c(s2)-c2c(C)cccc2OC3)n1

# Exported in CSV form: nine of the compounds above.
compound,Bim-Bcl-XL,Bim-Bcl-W,RGS7-Gao,Mcl1-Noxa inh,RGS8-Gao reg,Bfl-1 Bim block,Mcl1 Bid PPI,Bim-Bcl-2,RGS4-Gao reg,Bim-Mcl-1,Bcl-B Bim block
Cc1ccc(-c2csc3ncnc(SCC(=O)O)c23)cc1,·,·,?,0,100,·,-9,·,98,·,·
Clc1ccc(OCCOCCOc2cccc3cccnc23)c(Br)c1,-3,1,100,12,100,-13,4,-8,103,0,-4
CCn1c2ccccc2c2nnc(SCC(=O)Nc3c(C)n(C)n(-c4ccccc4)c3=O)nc21,-9,-7,101,-7,100,-18,-5,-17,101,-9,-8
COc1ccccc1NC(=S)NCc1ccco1,-3,-1,99,-6,101,-10,-33,-3,97,0,-12
Cc1ccc(S(=O)(=O)c2c(C)nn(-c3ccccc3)c2OC(=O)c2ccc(Br)o2)cc1,-3,0,103,36,103,-17,49,-8,106,-2,-4
CCCc1[nH]nc2c1C(c1ccc(O)c(OC)c1)C(C#N)=C(N)O2 (configuration not stated),0,0,102,-2,105,-4,-73,-2,101,4,0
COC(=O)c1ccccc1OCCOCCOc1cccc2cccnc12,-4,-1,104,19,100,-14,1,-7,102,-1,-5
FC(F)(F)c1cnc(C(c2ccccc2)c2ncn[nH]2)c(Cl)c1 (configuration not stated),-6,-1,96,10,97,-1,-3,-1,101,0,-4
CCS(=O)(=O)N1CCCC(C(=O)NCCN2CCC(Cc3ccccc3)CC2)C1 (configuration not stated),-2,2,99,7,99,-8,0,-12,94,2,-4

# Additional records.
Bim-Bcl-XL,Bim-Bcl-W,RGS7-Gao,Mcl1-Noxa inh,RGS8-Gao reg,Bfl-1 Bim block,Mcl1 Bid PPI,Bim-Bcl-2,RGS4-Gao reg,Bim-Mcl-1,Bcl-B Bim block,SMILES
-5,0,104,-2,102,-7,-12,-4,105,0,-10,O=C(Nc1cccc2c1CCCC2)C1CCN(C(=O)NC2CCCCC2)CC1
-5,-4,98,-1,99,-2,-3,-2,100,-4,-3,Cc1nc(CSc2ccc(Cl)cc2)cc(N2CCOCC2)n1
-3,0,102,17,102,5,11,-2,100,-3,3,CCC(C)Nc1nc(Cl)nc(N(C#N)CN2C(=O)c3ccccc3S2(=O)=O)n1 (configuration not stated)
-5,-2,89,13,98,-6,-16,-4,90,-3,-4,O=[N+]([O-])c1ccc(SCc2ccco2)cc1N1CCOCC1
-3,2,·,11,·,-9,6,-6,·,0,-9,Cc1cc2c3c(ccc(C)c3n1)N=CN2c1ccccc1
-7,-3,100,3,102,-8,-7,-3,101,-3,-7,Cc1cc(C(=O)Nc2ncn[nH]2)ccc1[N+](=O)[O-]
·,·,?,12,103,·,-13,·,104,·,·,COC(=O)C1=C(N)Oc2c(oc(CO)cc2=O)C1c1ccc(F)cc1 (configuration not stated)
·,·,?,-1,100,·,6,·,102,·,·,COc1cccc(NC(=O)C(=O)NCCc2ccc(F)cc2)c1
0,2,103,-8,103,-1,3,0,102,-5,0,COc1ccc(COn2c(=O)c(C)[n+]([O-])c3ccccc32)cc1OC
2,10,102,80*,74,56*,-69,9,89,3,0,O=[N+]([O-])c1c(NCCO)cc(Sc2nc3ccccc3s2)c2nonc12
